# Assay outcomes from PubChem BioAssay.
# FBW7 activator: activators of human E3 ligase FBW7 | Q969H0 | AlphaScreen FBW7–phospho-cyclin E peptide binding, activator screen | normalized activity (activation), % at 26.1 µM | 0.13% of 650,000 active; in the data active = normalized activity above about 1.9%;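 also: purified mutant Fbw7 with reduced substrate affinity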
# Target sequence (Q969H0 whole entry, looked up): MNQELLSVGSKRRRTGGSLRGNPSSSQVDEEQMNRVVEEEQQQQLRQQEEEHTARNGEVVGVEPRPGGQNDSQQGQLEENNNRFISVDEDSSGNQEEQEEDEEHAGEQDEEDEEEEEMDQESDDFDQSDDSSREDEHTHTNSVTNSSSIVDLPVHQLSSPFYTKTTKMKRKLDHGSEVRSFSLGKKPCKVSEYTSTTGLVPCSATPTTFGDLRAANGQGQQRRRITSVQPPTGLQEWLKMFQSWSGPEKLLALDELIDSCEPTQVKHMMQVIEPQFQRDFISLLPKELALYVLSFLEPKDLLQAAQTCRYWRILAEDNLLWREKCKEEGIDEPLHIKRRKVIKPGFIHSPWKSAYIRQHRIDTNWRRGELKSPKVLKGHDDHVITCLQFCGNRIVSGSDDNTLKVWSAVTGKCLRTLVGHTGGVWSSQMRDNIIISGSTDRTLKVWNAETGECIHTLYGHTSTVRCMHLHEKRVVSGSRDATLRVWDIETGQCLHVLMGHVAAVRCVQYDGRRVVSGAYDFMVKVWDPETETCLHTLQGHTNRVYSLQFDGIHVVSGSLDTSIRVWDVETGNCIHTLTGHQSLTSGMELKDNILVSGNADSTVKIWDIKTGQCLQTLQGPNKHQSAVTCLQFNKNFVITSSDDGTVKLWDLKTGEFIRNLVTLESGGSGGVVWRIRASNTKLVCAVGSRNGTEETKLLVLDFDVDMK
# GPR151 activ: activators of human GPR151. Q8TDV0. PathHunter beta-arrestin GPR151 cells, luminescence. activation, % at 11.2 µM. 1% of 650,000 active; in the data active = activation above about 4.9%;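 also: 0% = median of compound wells and 100% = cells with positive control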
# Target sequence (Q8TDV0 whole entry, looked up): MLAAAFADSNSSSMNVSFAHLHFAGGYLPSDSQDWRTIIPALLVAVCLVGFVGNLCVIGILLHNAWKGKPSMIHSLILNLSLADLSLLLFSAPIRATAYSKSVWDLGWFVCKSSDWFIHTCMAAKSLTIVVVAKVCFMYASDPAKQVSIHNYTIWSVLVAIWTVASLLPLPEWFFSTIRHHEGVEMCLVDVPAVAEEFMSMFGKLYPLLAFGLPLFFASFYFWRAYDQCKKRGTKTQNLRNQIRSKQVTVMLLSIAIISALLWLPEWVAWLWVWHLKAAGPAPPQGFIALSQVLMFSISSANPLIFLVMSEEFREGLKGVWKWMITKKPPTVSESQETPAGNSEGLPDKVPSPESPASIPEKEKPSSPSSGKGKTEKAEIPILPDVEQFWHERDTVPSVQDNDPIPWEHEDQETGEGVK
# TEAD-YAP block: TEAD-YAP interaction inhibition. 1.4% of 640,000 active. inhibition, % at 9.12 µM. HEK-TIYL cells, TEAD-Gal4/YAP UAS-luciferase luminescence; in the data active = inhibition above about 32%;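 also: 0% = median of test compound wells and 100% = reference inhibitor wells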
# MITF inh: blocks human microphthalmia-associated transcription factor | AlphaScreen MITF homodimerization, bead proximity signal | inhibition, % at 2.6 µM | 0.91% of 650,000 active | AID 1259374; in the data active = inhibition above about 50%;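 also: 0% = vehicle wells with protein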
# Starred values were filed as active, the others as inactive; & = joins results of further samples.
SMILES,FBW7 activator,GPR151 activ,TEAD-YAP block,MITF inh
COc1ccc(-c2noc(CNC(=O)c3cc(Cl)ccc3OC)n2)cc1,0.0,0.3,-7.9,-37.0
COc1cccc(CNC(=O)C2CCC(CNc3c(N4CCCC4)c(=O)c3=O)CC2)c1 (stereo not drawn),-0.1,2.1,6.4,-5.0
CC(/C=N/NC(=O)c1cc(-c2ccc(C)o2)[nH]n1)=C\c1ccccc1,0.1,-0.1,7.0,-7.4
Cc1cc(N)nc(Nc2ccccc2)n1,0.0,-1.2,-13.9,11.1
Cc1nc(CNS(=O)(=O)c2ccccc2)cs1,0.0,0.6,-1.2,-10.5
CC(=O)c1ccc(S(=O)(=O)NCc2cccs2)cc1,0.6,0.7,-17.6,7.9
CCOc1cc(/C=N/NC(=O)c2cc(C)[nH]n2)ccc1O,0.0,-0.9,-8.2,6.4
CCC(C)(C)C1CCc2sc3ncnc(NCCCN4CCOCC4)c3c2C1 (stereo not drawn),0.7,1.1,-7.6,5.7
CCc1ccccc1N(CC(=O)NC1CCCCC1)C(=O)CCC(=O)Nc1ccccn1,0.1,0.9,4.5,17.4
Cc1ccc(CNC(=O)CSc2nc3cc(C(F)(F)F)ccc3s2)cc1,0.2,0.2,11.9,2.7
CCOc1ccc(C2NCCc3cc(OC)c(OC)cc32)cc1OCC (stereo not drawn),0.1,0.9,7.7,-3.8
CC1CC(=O)C2=C(C1)OC(N)=C(C#N)C2c1ccoc1 (stereo not drawn),0.1,-1.0,-4.6,3.9
Cn1c(=O)[nH]c(=O)c2c1nc(Sc1ccccc1)n2Cc1ccccc1,0.1,-0.9,-7.2,7.0
CCCCCC(O)(CCCCC)C(=O)NN1CCCCC1,-0.1,0.6,-1.2,72.5*
CNc1cc(N2CCN(S(=O)(=O)N(C)C)CC2)ccc1[N+](=O)[O-],0.0,-0.5,4.7,-11.1
CC(C)(CNC(=O)Cc1ccc(Cl)cc1Cl)N1CCOCC1,0.0,-1.1,-10.0,1.8
Cc1ccc(-c2nnc(Nc3ccc(F)cc3)c3ccccc23)cc1S(=O)(=O)NC(C)(C)C,0.0,0.2,12.6,1.4
C#CC1(NC(=O)[C@H]2C[C@H]2C(=O)O)CCCCC1,0.4,0.5,11.5,7.8
COc1cc(CNCCO)c(Br)cc1OCC(N)=O,0.0,-0.1,5.6,1.1
CCN(C(=O)c1cc2ccccc2oc1=O)c1ccccc1,0.3,-0.6,-14.9,6.9
Cc1nc2ccccc2c2oc(C(=O)N3CCc4ccccc4C3)cc12,0.1,-0.6,7.9,-3.7
COc1ccc(C(=O)N2N=C(c3c(-c4ccccc4)c4cc(Br)ccc4[nH]c3=O)CC2c2ccco2)cc1 (stereo not drawn),0.0,0.8,10.2,0.6
COc1cc(NC(=O)c2ccc([N+](=O)[O-])cc2Cl)ccc1NC(=O)c1cc2ccccc2o1,0.3,-1.0,9.6,15.9
COc1ccc(Br)cc1S(=O)(=O)N1CCN(Cc2ccc(OC)c(OC)c2OC)CC1,0.0,0.1,3.2,-3.4
C=CCN1C(=O)/C(=C\c2cccn2-c2ccc(C(=O)O)cc2)C(=O)NC1=S,-0.5,-1.1,11.3,50.5
N/C(=N\c1nc(=O)c2ccccc2s1)NC(=O)Nc1ccc(F)cc1,-0.1,0.2,-4.9,-11.9
O=C(CCl)N1CCN(S(=O)(=O)c2ccccc2)CC1,0.0,-0.4,34.5*,11.4
O=C(NCCOC(=O)c1ccc2c(c1)OCO2)c1cccnc1,0.2,-0.9,6.4,-3.5
CCCN(CCO)Cc1cccc(F)c1,0.5,1.2,9.9,0.9
COC(=O)CSc1nc(C)c(Cl)c(C)c1C#N,0.3,0.3,0.4,-3.3

# Seven neighbouring records from above, quoted:
SMILES,FBW7 activator,GPR151 activ,TEAD-YAP block,MITF inh
CC(C)(CNC(=O)Cc1ccc(Cl)cc1Cl)N1CCOCC1,0.0,-1.1,-10.0,1.8
Cc1ccc(-c2nnc(Nc3ccc(F)cc3)c3ccccc23)cc1S(=O)(=O)NC(C)(C)C,0.0,0.2,12.6,1.4
C#CC1(NC(=O)[C@H]2C[C@H]2C(=O)O)CCCCC1,0.4,0.5,11.5,7.8
COc1cc(CNCCO)c(Br)cc1OCC(N)=O,0.0,-0.1,5.6,1.1
CCN(C(=O)c1cc2ccccc2oc1=O)c1ccccc1,0.3,-0.6,-14.9,6.9
Cc1nc2ccccc2c2oc(C(=O)N3CCc4ccccc4C3)cc12,0.1,-0.6,7.9,-3.7
COc1ccc(C(=O)N2N=C(c3c(-c4ccccc4)c4cc(Br)ccc4[nH]c3=O)CC2c2ccco2)cc1 (stereo not drawn),0.0,0.8,10.2,0.6

# Additional compounds.
SMILES,FBW7 activator,GPR151 activ,TEAD-YAP block,MITF inh
COc1cccc(-c2ccccc2NC(=O)C2CCN(Cc3ccco3)CC2)c1,-0.2,2.0,6.6,-2.9
O=C(CNS(=O)(=O)c1ccc(Cl)cc1)N/N=C/c1ccco1,0.1,0.8,5.4,-3.3
CCOC(=O)CCc1c(C)nc2c(-c3ccccc3)c(CC)[nH]n2c1=O,0.2,0.5,-5.0,3.9
C/C(N)=C(/C#N)C(=O)COC(=O)CSc1ccccc1,0.3,-2.9,-17.9,22.1
Cc1ccc(S(=O)(=O)NCl)cc1,0.1&0.1,0.5&-1.2,-7.2&-9.2,-1.6&-2.2
CC1CCCC(C)N1CCNC(=O)CN1N=C(c2ccccc2)CCC1=O (stereo not drawn),0.0,-0.6,3.7,10.0
Cc1c(C=O)c2ccccc2n1CC(=O)Nc1ccc(Br)cc1,0.0,1.8,-2.4,-9.2
CC(C)c1[nH]nc2c1C1(C(=O)Nc3ccc([N+](=O)[O-])cc31)C(C#N)=C(N)O2 (stereo not drawn),0.0,0.6,-11.8,-11.2
CNS(=O)(=O)c1ccc(NC(=O)c2oc3ccccc3c2C)cc1,0.5,-0.4,5.0,15.2
O=C(Nc1ccccc1)Nc1ccccc1Cl,0.0,-5.7,-74.7,-26.9
O=C(COc1cccc(Br)c1)N/N=C/C(=O)c1ccccc1,-0.1,1.0,-3.3,-0.3
CC(C)(C)NC(=O)c1cc2nc(-c3ccc(Cl)c(Cl)c3)cc(C(F)(F)F)n2n1,1.1,-2.2,8.5,17.9
COc1cc(C)nc(SCC(=O)CC(C)=O)c1C#N,-0.1,-0.5,-2.7,-5.7
O=C(Nc1nc(-c2ccccc2)cs1)c1cccc(F)c1,0.2,-1.0,-48.6,5.0
CCOC(=O)C1=CN(Cc2ccc(F)cc2)C=C(C(=O)OCC)C1c1cc(Br)ccc1OC,-0.1,-1.7,-7.7,0.3
O=S1(=O)NC(c2cccc(Br)c2)Nc2ccccc21 (stereo not drawn),-0.2,0.5,-1.5,4.1
CCN1C(=O)/C(=C/c2cccc(OC)c2OC)C(=O)NC1=S,0.0,-0.5,-0.8,8.3
O=C(Cn1ncc2ccccc21)NCc1ccccc1F,0.3,-1.3,-42.3,-4.9
CC1=C(C(=O)Nc2ccc(Cl)cc2)C(c2cccc(Br)c2)NC(=O)N1 (stereo not drawn),0.1,0.2,16.4,13.8
CCOC(=O)N1CCN(C(=O)Cn2cnc3c(cnn3-c3cccc(C)c3C)c2=O)CC1,0.2,-1.5,14.5,13.4
COc1ccc(CCNC(=O)c2cccc(Nc3ccc(-n4ccnc4)cc3)n2)cc1,-0.1,-0.3,49.0*,4.5
NC(=O)N/N=C/c1ccc(-c2cccc(Cl)c2)o1,-0.2,3.8,-10.2,13.8
NC(=O)c1ccc2c(=O)n3c(nc2c1)CCCC3,-0.1,-0.4,-11.2,-13.2
COc1ccc(CCNC(=O)COc2cc(Cl)ccc2Cl)cc1OC,-0.1,2.6,-15.5,4.0
CC(=O)Nc1ccc(Nc2ncnc3c2nc(-c2c(C)nn(C)c2C)n3C(C)C)cc1,-0.2,-1.5,-12.1,3.9
C/C=C(\C)C(=O)N1CCC(N2CCC(C(=O)N3CCCC3)CC2)CC1,0.0,0.7,0.9,4.3
O=[N+]([O-])c1ccc(-c2cnc(N/N=C/c3ccc(F)cc3)nc2)cc1,-0.2,-0.3,-12.0,-6.8
CC(C)(C)NC(=O)CN1C(=O)c2cccc3cccc1c23,0.0,-0.4,-12.5,-4.0
COc1ccc(-c2c(C)[nH]n3c(=O)cc(C(C)C)nc23)cc1,-0.1,-0.2,1.8,-5.7
CN1CCN(CCNC(=O)Cn2cc3c(n2)CCCC3)CC1,0.0,-0.1,-4.9,0.1

# Structures listed so far containing a tert-butyl group (3):
SMILES,FBW7 activator,GPR151 activ,TEAD-YAP block,MITF inh
Cc1ccc(-c2nnc(Nc3ccc(F)cc3)c3ccccc23)cc1S(=O)(=O)NC(C)(C)C,0.0,0.2,12.6,1.4
CC(C)(C)NC(=O)c1cc2nc(-c3ccc(Cl)c(Cl)c3)cc(C(F)(F)F)n2n1,1.1,-2.2,8.5,17.9
CC(C)(C)NC(=O)CN1C(=O)c2cccc3cccc1c23,0.0,-0.4,-12.5,-4.0

# New compounds follow.
SMILES,FBW7 activator,GPR151 activ,TEAD-YAP block,MITF inh
Fc1ccc(-n2cc(-c3ccccc3)c3c(SCc4cccc(F)c4)ncnc32)cc1,0.0,-0.1,13.2,15.6
O=C(COC(=O)C(Cc1ccccc1)NC(=O)c1ccccc1)c1ccc(Br)cc1 (stereo not drawn),0.0,-0.2,0.8,12.2
Cc1cc(C)c(NC(=O)c2ccccc2NS(C)(=O)=O)c(C)c1,0.1,-0.6,8.2,15.6
O=S1(=O)N=C(Nc2ccc(Cc3ccncc3)cc2)c2ccccc21,-0.2,1.7,-3.6,-4.4
CCOC(=O)c1ccc2nc(NC(=O)COC(=O)c3cc4ccccc4o3)sc2c1,0.1,0.7,-17.0,5.3
COc1ccc(C(=O)Nc2ccnn2C2CCN(C(=O)c3cc(C)oc3C)CC2)cc1,-0.2,-0.2,-7.8,2.0
Cc1ccccc1C1(CC(=O)N(C)C(C)c2ccon2)CC(=O)N(Cc2ccncc2)C1=O (stereo not drawn),-0.1,-1.3,1.1,8.6
COc1cc(OC)c(CN(CCCN(C)C)CCCN(C)C)cc1Br,0.3,0.2,-3.5,9.0
CC(=O)N1c2c(cc(Br)cc2S(=O)(=O)N2c3ccccc3CC2C)CC1C (stereo not drawn),-0.1,0.4,-20.1,-12.5
CCOC(=O)c1sc2nc(SCC(=O)NCc3ccccc3Cl)n(Cc3ccccc3)c(=O)c2c1C,0.0,1.4,1.7,3.5
CS(=O)(=O)c1cnc2ncnn2c1C1CCCN(C(=O)c2ccc3c(c2)OCCO3)C1 (stereo not drawn),0.1,-1.3,-2.4,-1.1
O=[N+]([O-])c1ccc(Cl)c(OCCN(CCO)CCO)c1,0.0,0.2,1.1,3.6
CCC1CCCCN1C(=O)c1sc2ncnc(N(CC)CC)c2c1C (stereo not drawn),-0.1,2.2,-1.8,-6.1
CS(=O)(=O)N(CCC#N)Cc1ccco1,0.3,-0.9,4.0,4.5
O=C(CNC(=S)N(Cc1cccs1)C1CCCCC1)N1CCC2(CC1)OCCO2,0.0,-0.6,-6.3,-2.6
O=C(CC1C(=O)NCCN1CCc1ccccc1)NCCc1cccs1 (stereo not drawn),-0.2,1.3,1.8,-3.4
CCNS(=O)(=O)c1ccc(NC(=O)Nc2cc(C)ccc2OC)cc1,-0.1,2.3,-3.6,-4.9
CC(=O)Nc1ccc(NC(=O)c2cc3nc(C)ccc3o2)cc1,0.0,-0.3,6.1,-2.6
CCOc1ccc(Br)cc1C1C(C(C)=O)=C(C)Nc2nnnn21 (stereo not drawn),-0.4,2.0,1.5,1.8
COc1cc(OC)c(C(=O)Nc2nccs2)cc1OC,-0.2,0.0,31.9,3.6
COc1ccc(OC)c(NC(=O)c2oc(=O)c3ccccc3c2-c2ccccc2)c1,0.0,-0.5,-2.5,4.6
CC(=O)c1ccc(N2CCN(S(=O)(=O)c3cccc4cccnc34)CC2)cc1,-0.1,2.0,-5.2,7.4
COc1cc(/C=C(\C#N)c2nn(-c3ccccc3)c(N)c2C#N)cc(Br)c1OC,0.0,0.8,-12.4,-9.6
CC(=O)Oc1ccc(/C=C(/NC(=O)c2ccccc2Cl)C(N)=O)cc1,0.0,2.2,-3.3,-1.5
CCOC(=O)C1=C(O)/C(=C/c2ccc(N(C)C)cc2)SC1=Nc1ccc(C)cc1,0.4,-0.2,11.1,12.0
CCc1[nH]nc2c1C(c1cccs1)C(C#N)=C(N)O2 (stereo not drawn),1.5,0.3,25.5,8.9
CCOc1ccc(Nc2nc(N)nc(CN3CCN(c4ccccc4F)CC3)n2)cc1,-0.4,0.6,9.3,6.9
Cc1cc(C)n(C(=O)C2C(/C=C(/Cl)C(F)(F)F)C2(C)C)n1 (stereo not drawn),0.2,0.3,13.1,0.2
COc1ccc(CC2(CO)CCN(S(=O)(=O)Cc3ccccc3)CC2)cc1,-0.2,-0.1,-5.6,-7.2
CSCCC(C(=O)O)N1C(=O)C2C3c4ccccc4C(c4ccccc43)C2C1=O (stereo not drawn),-0.1,-0.4,0.8,-0.8
Cc1ccc(C(=O)N2CCn3c2nc2ccccc23)cc1,-0.1,-1.0,-27.5,-11.1
O=C(O)CCSc1nnc(-c2ccc([N+](=O)[O-])cc2)o1,-0.1,-0.8,7.3,-0.9
CCn1c(C(C)NC(=O)c2ccccc2C)n[nH]c1=S (stereo not drawn),0.0,-0.2,1.2,5.2
O=[N+]([O-])/C=C\c1ccc(N2CCCC2)c(F)c1,0.8,1.7,29.3,1.9
C=CCOC(=O)C1=C(C)NC(=S)NC1c1ccc(Cl)cc1 (stereo not drawn),0.1,-0.3,9.0,6.7
Cc1cc(S(=O)(=O)NC2CCCCC2)ccc1OCC(=O)NCc1ccccn1,-0.2,2.8,-5.2,-8.2
CCCN(CCC)CCN1C(=O)C2C(C(=O)Nc3cccc(C)c3)C3C=CC2(O3)C1C(=O)NC1CCCC(C)C1C (stereo not drawn),0.3,-2.4,14.0,25.2
